# HEK293 tox: cytotoxicity counter-screen for GLP-1 receptor inverse agonists. HEK293 cAMP-luciferase reporter cells, luminescence, 24 h. Potency, µM (highest dose often 38.3 µM), inactives show top-dose activity change, negative = inhibition, hits mostly inhibitors. actives 0.13% (n = 410,000);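 note: loss of luciferase light is scored as toxicity; potency is the fitted concentration of half-maximal effect; % is set by controls: 0 for no effect and ±100 for the full control effect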
#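 Luminescence readout: signal drop marks cytotoxicity. Plated cells grew 12 h at 37 °C, 5% CO2, received 23 nL compound for 24 h, then got luciferase reagent, read after 12 min at RT.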
# TDP43 rescue: rescues yeast growth from TDP-43 toxicity; Potency, µM (top dose mostly 46.1 µM), inactives show at the top dose growth rescue (activation), hits mostly activators; AID 652104; TDP-43 expressing yeast growth rescue, BacTiter-Glo, 24 h; actives 1.8% (n = 410,000); note: potency is the fitted concentration of half-maximal effect; % of control where 0% means no effect; nearly all actives have a fitted effect of over 50% in size
#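 Luminescence from BacTiter-Glo reports growth of TDP-43-expressing yeast after 24 hr at 30 deg C with compound. Cells were raffinose-pregrown to mid-log, then seeded in galactose medium at OD600=0.02.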
# DRD3 agonist: agonists of human D3 dopamine receptor | P35462 | max activation, % | AID 652048 | actives 0.58% (n = 410,000) | D3R DiscoveRx beta-arrestin cells, luminescence, 90 min; in the data active = max activation above about 30%; note: 0% is about no effect; mostly tested at two doses, the higher about 12 µM
# Target sequence (P35462 whole entry, looked up): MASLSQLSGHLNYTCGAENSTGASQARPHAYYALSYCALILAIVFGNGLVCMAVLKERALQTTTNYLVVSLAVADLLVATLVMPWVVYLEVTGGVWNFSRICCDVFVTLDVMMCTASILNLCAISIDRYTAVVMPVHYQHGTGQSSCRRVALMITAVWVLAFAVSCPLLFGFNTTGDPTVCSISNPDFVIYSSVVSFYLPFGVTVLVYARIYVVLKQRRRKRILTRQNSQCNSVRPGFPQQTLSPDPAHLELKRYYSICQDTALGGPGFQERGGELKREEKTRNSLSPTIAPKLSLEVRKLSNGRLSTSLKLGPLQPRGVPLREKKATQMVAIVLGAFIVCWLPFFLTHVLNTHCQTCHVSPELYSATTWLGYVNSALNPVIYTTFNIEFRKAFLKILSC
#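 Cells at 1500/well, incubated overnight, then treated with pinned compounds (dopamine as control) for 90 min at 37 degrees C. DiscoveRx reagent added for 30 - 60 minutes at room temperature; luminescence read.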
# KB-V1 cytotox: kills drug-selected multidrug resistant KB-V1 cells. actives 3.4% (n = 400,000). Potency, µM (doses to about 46.1 µM), inactives show at the highest dose activity change, negative = cytotoxicity, actives largely listed as cytotoxic. AID 1347076. KB-V1 MDR cells viability, CellTiter-Glo, 72 h; note: potency is the fitted concentration of half-maximal effect; % is set by controls: 0 for no effect and ±100 for the full control effect; nearly all actives have a fitted effect of over 60% in size
#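 Potencies derive from concentration-effect curves fitted to normalized luminescence (CellTiter-Glo) of KB-V1 cells treated for 72 h at 37 degrees C in phenol-red-free DMEM containing 10% FBS.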
# PTHR1 agonist: agonists of human PTHR1 parathyroid hormone receptor. HEK293 GP2 PTHR1 cells, GloSensor cAMP luminescence, 1 h. Potency, µM (highest dose often 115 µM), for the others: at the highest dose activation, most hits filed as activators. actives 0.075% (n = 410,000). AID 743266; note: potency is the fitted concentration of half-maximal effect; nearly all actives have a fitted effect of over 55% in size; some results filed as inactive show a strong effect at the top dose; inactives centre near -15; many of its hits are not listed in these tables
#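 HEK-293-derived GP2 cells expressing PTHR1 and a GloSensor cAMP reporter, 3,000/well, plated overnight, given luciferin plus IBMX (each 0.5 mM as added) for 1 h at 37 °C, then compound for 1 h at 37 °C. Luminescence was read after 15 min at room temperature.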
# GLP1R inv ag: acts as inverse agonist at human GLP-1 receptor; P43220; Potency, µM (series often up to 38.3 µM), inactives show at the top dose activity change, negative = inhibition, usual class: inhibitors; AID 624417; actives 1.6% (n = 410,000); HEK293 GLP-1R CRE-luciferase, luminescence, 24 h; GLP-1R form is constitutively active; note: potency is the fitted concentration of half-maximal effect; % is set by controls: 0 for no effect and ±100 for the full control effect; nearly all actives have a fitted effect of over 55% in size
# Target sequence (P43220 whole entry, looked up): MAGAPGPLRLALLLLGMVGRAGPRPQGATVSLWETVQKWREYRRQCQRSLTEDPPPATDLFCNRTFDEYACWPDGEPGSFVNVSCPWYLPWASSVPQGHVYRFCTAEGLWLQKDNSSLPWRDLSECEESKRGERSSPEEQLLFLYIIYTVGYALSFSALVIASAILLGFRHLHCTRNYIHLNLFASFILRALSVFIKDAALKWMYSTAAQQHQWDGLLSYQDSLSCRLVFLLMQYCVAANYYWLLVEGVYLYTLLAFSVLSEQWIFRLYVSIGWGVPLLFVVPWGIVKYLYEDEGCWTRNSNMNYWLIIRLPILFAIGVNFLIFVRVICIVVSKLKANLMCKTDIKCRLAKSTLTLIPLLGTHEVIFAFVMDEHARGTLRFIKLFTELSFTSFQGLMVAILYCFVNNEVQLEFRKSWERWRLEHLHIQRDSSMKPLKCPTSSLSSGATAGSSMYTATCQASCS
#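 HEK293 cells stably co-expressing a cAMP-responsive luciferase reporter and constitutively active GLP-1R were seeded, incubated 12 h, then exposed to compounds for 24 h at 37 C. Luminescence was read 12 min after detection reagent; inverse agonists lower signal.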
# GLP1R ag: activates the human GLP-1 receptor; P43220; HEK293 GLP-1R CRE-luciferase, luminescence, 4-6 h; cells express a hypersensitive GLP-1R form; Potency, µM (titrated, usually from 45.6 µM), without a hit: at the highest dose activation, hits mostly activators; actives 0.007% (n = 380,000); AID 624172; note: potency is the fitted concentration of half-maximal effect; % of control where 0% means no effect
# aSyn rescue: rescues yeast growth from alpha-synuclein toxicity. Potency, µM (series often up to 46.1 µM), without a hit: at the highest dose growth rescue (activation), actives largely listed as activators. actives 0.14% (n = 370,000). Yeast expressing alpha-synuclein, growth rescue, BacTiter-Glo, 24 h. AID 652106; note: potency is the fitted concentration of half-maximal effect; % of control where 0% means no effect; nearly all actives have a fitted effect of over 65% in size
#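 Galactose-induced alpha-syn yeast (OD600=0.02, raffinose-pregrown) + pinned cpd, 24 hr, 30 deg C; growth by BacTiter-Glo luminescence. Growth restoration scores as activation.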
# DRD3 antagonist: D3 dopamine receptor (human) antagonism. P35462. D3R cells, DiscoveRx beta-arrestin luminescence, antagonist mode; hits give low values. max response, negative = inhibition, %. actives 2.5% (n = 360,000); in the data active = max response below about -50%; inconclusive = no clear call, values can overlap the other calls; note: % is set by controls: 0 for no effect and ±100 for the full control effect; mostly tested at two doses, the higher about 12 µM
#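 Cells plated overnight at 1500 cells/well, then exposed to library compounds with dopamine controls for 90 minutes at 37 degrees C. DiscoveRx reagent added for 30–60 minutes at room temperature; luminescence read, quantitative HTS format.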
# * marks the source's active call; other numbers are inactive results; i = inactive; ? = inconclusive; nt = no result given; [ ] = dose if it differs, or a comment. Unless noted, calls come from the whole dose curve; as a rule, active = well fitted curve in the direction sought with a large enough effect; inconclusive = small, poorly fitted or top-dose-only effect, or another doubt; inactive = no such curve, though single readings can be large; an effect the other way counts as inactive or inconclusive. An excerpt, so the mix of outcomes need not match the whole.
[1] Cc1ccccc1NC(=O)Cn1nc(C(=O)O)c2ccccc2c1=O
[2] CN(C(=O)c1cc2ccccc2o1)c1c(N)n(Cc2ccccc2)c(=O)[nH]c1=O
[3] COc1ccc(C(=O)NC(C)c2cnn(-c3ccccn3)c2C)o1 (stereo not drawn)
[4] CCOc1cc(CNC2CCCC2)cc(Cl)c1OCc1ccccc1
[5] CCn1nc(C(=O)Nc2ccc(C)c(C)c2)c(Cl)c1Cl
[6] Cc1ccc(C(=O)n2nnc3ccccc32)cc1[N+](=O)[O-]
[7] O=C(O)CCCCCN1C(=O)/C(=C/c2cn(-c3ccccc3)nc2-c2cccs2)SC1=S
[8] O=C(/C=C/c1cccc(F)c1)NNC(=O)c1ccncc1
entry no.	1	2	3	4	5	6	7	8
HEK293 tox	-2%	14%	-3%	?	53%[activator]	-78%	-61%	-7%
TDP43 rescue	-2%	9%	24%	-2%	5%	6%	-12%	3%
DRD3 agonist	6	5	6	-7	-7	1	-11	8
KB-V1 cytotox	5%	-6%	-2%	?	-7%	14%	-2%	8.2µM*
PTHR1 agonist	-9%	-4%	i	-19%[57.5 µM]	-84%	-3%	-22%	-8%
GLP1R inv ag	4%	3%	8%	?	26%	-62%	?	-19%
GLP1R ag	5%	-7%	-6%	-24%	1%	-2%	12%	-14%
aSyn rescue	0%	-6%	5%	1%	-6%	6%	7%	-1%
DRD3 antagonist	-8	-18	17	20	11	16	15	16

[9] O=C(Nc1cccc(F)c1)c1c(O)c2ccccc2[nH]c1=O
[10] COc1cccc(C(C2C(=O)CC(C)(C)CC2=O)C2C(=O)CC(C)(C)CC2=O)c1
[11] CC1(C(=O)NCc2cccc(Cl)c2)Cc2c(-c3ccc(C(N)=O)cc3)ccnc2O1 (stereo not drawn)
[12] O=C(c1ccco1)N(Cc1cccs1)C1CCS(=O)(=O)C1 (stereo not drawn)
[13] CC(=O)Oc1c(-c2ccc(Br)o2)oc2ccccc2c1=O
[14] COc1ccccc1C(=O)Nc1nnc(SCC(=O)NC2CCCC2)s1
[15] CCOC(=O)CCn1cc(F)c(=O)[nH]c1=O
[16] CN(C)c1ccc(C(C#N)c2ccccc2)nn1 (stereo not drawn)
entry no.	9	10	11	12	13	14	15	16
HEK293 tox	10%	0%	-22%	22%	nt	1%	3%	-11%
TDP43 rescue	-2%	0%	26%	-1%	nt	1%	8%	-17%
DRD3 agonist	-5	2	-1	7	6	2	6	10
KB-V1 cytotox	13%	7%	?	0%	?	-2%	1%	14%
PTHR1 agonist	i	i	-10%	-22%	-23%	-16%	i	i
GLP1R inv ag	6%	9%	12%	30%	5.6µM*	-15%	11%	-2%
GLP1R ag	-14%	-8%	15%	-2%	0%	12%	2%	4%
aSyn rescue	-5%	16%	4%	1%	-24%	-2%	0%	-1%
DRD3 antagonist	-23	-2	-26	?	-11	-2	2	1

# Quoted at random: 2 entries already listed.
[12] O=C(c1ccco1)N(Cc1cccs1)C1CCS(=O)(=O)C1 (stereo not drawn)
[13] CC(=O)Oc1c(-c2ccc(Br)o2)oc2ccccc2c1=O
entry no.	12	13
HEK293 tox	22%	nt
TDP43 rescue	-1%	nt
DRD3 agonist	7	6
KB-V1 cytotox	0%	?
PTHR1 agonist	-22%	-23%
GLP1R inv ag	30%	5.6µM*
GLP1R ag	-2%	0%
aSyn rescue	1%	-24%
DRD3 antagonist	?	-11

# Additional structures follow.
[17] O=C(Nc1ccc2oc(-c3cccnc3)nc2c1)c1ccc(-c2ccccc2)o1
[18] CC(C(=O)NCCN1CCOCC1)c1ccc([N+](=O)[O-])cc1 (stereo not drawn)
[19] COc1ccc(Cl)cc1NC(=O)NN1CCN(C)CC1
[20] CCOc1ccc(CN(C)C(=O)CCNC(=O)c2ccco2)cc1
[21] O=c1ccn(Cc2ccccc2)c(=O)n1Cc1ccccc1
[22] CCN(Cc1ccccc1)C(=O)CCc1nc(-c2ccc(C)cc2)no1
[23] O=C(Nc1cccc(C(F)(F)F)c1)Nc1ccc2[nH]c(=O)[nH]c2c1
[24] CCOC(=S)SCC(=O)N1CCc2cc(OC)ccc2C1C1C(=O)CCCC1=O (stereo not drawn)
entry no.	17	18	19	20	21	22	23	24
HEK293 tox	-26%	5%	3%	-17%	0%	-3%	10%	-22%
TDP43 rescue	14%	9%	9%	29%	7%	19%	-6%	?
DRD3 agonist	11	-4	0	-1	-1	-12	-6	2
KB-V1 cytotox	nt	3%	0%	17%	0%	?	0%	?
PTHR1 agonist	-37%[inhibitor]	i	-20%	-24%	?	-16%	-12%	-36%[inhibitor]
GLP1R inv ag	?	8%	?	4%	?	?	13%	?
GLP1R ag	nt	1%	0%	2%	0%	-6%	1%	4%
aSyn rescue	nt	-6%	6%	1%	-1%	9%	-5%	-2%
DRD3 antagonist	nt	0	-3	-2	-50*	0	19	-10

[25] COc1ccc([C@H]2CC(=O)C=C(c3cccc(F)c3OC)C2)cc1
[26] CC(C)CNC(=O)c1ccccc1Oc1ccccc1
[27] O=C(NCCCN1CCCC1=O)c1cccc(S(=O)(=O)Nc2ccc(Br)cc2)c1
[28] Cn1nc(C(=O)NC2CCCN(Cc3ccccc3F)C2)c2ccccc2c1=O (stereo not drawn)
[29] O=S(=O)(c1ccc(Cl)cc1)n1cnc2ccccc21
[30] CCCCN=CC1=C(O)C(C(=O)OC)C(C)(C)CC1=O (stereo not drawn)
[31] NC(=O)c1ccc(Nc2nc(C(N)COCc3ccccc3)cs2)cc1 (stereo not drawn)
[32] CCNC(=S)Nc1cc2oc3ccccc3c2cc1OC
entry no.	25	26	27	28	29	30	31	32
HEK293 tox	-24%	36%[activator]	-1%	13%	-10%	-2%	-4%	?
TDP43 rescue	22µM*	19%	-1%	4%	-13%	4%	8%	?
DRD3 agonist	-14	-1	0	-1	0	3	3	-7
KB-V1 cytotox	?	-13%	-25%	?	-10%	31%	-4%	4%
PTHR1 agonist	-21%	-9%	i	-10%	i	-17%[57.5 µM]	-36%[inhibitor]	i
GLP1R inv ag	?	?	-19%	63%[activator]	6%	6%	11%	?
GLP1R ag	24%	4%	8%	28%	-3%	0%	7%	5%
aSyn rescue	13%	-6%	-4%	-7%	3%	-5%	4%	-13%
DRD3 antagonist	-14	-19	10	15	26	-8	17	2

[33] O=c1[nH]cnc2nn(-c3ccccc3)nc12
[34] COc1cccc(C(CC(=O)NCc2ccco2)NS(=O)(=O)c2ccc(C)cc2)c1OC (stereo not drawn)
[35] C=C1C[C@@]23CCC4[C@@](C)(CCC[C@@]4(C)C(=O)O)C2CC[C@]1(O)C3 (stereo partly drawn)
[36] Cc1ccc2c(=O)cc(C(F)F)oc2c1
[37] Cc1cccc(-n2ncc3c(NCc4ccco4)ncnc32)c1
[38] CCCC(=O)NC(=S)Nc1ccc(Cl)cn1
[39] CC(C)C(=O)Nc1cccc2nsnc12
[40] CN(CC(=O)NNC(=O)CNC(=O)c1ccccc1Cl)S(=O)(=O)c1ccc(Cl)cc1
entry no.	33	34	35	36	37	38	39	40
HEK293 tox	-13%	-6%	6%	-3%	-26%	?	-4%	-3%
TDP43 rescue	4%	11%	?	7%	?	?	14%	-28%
DRD3 agonist	-1	8	4	7	-9	4	1	1
KB-V1 cytotox	7%	11%	12%	?	-7%	3%	-6%	0%
PTHR1 agonist	-25%	i	i	i	-10%	-32%	-10%[57.5 µM]	12%
GLP1R inv ag	4%	0%	-1%	1%	?	0%	5%	6%
GLP1R ag	5%	0%	3%	-7%	11%	10%	-6%	-1%
aSyn rescue	-3%	1%	27%	6%	0%	-5%	-3%	-4%
DRD3 antagonist	-12	-3	-16	0	-26	16	-15	21

[41] C=CCSc1nccc(-c2cc(Cl)sc2Cl)n1
[42] Cc1ccc(NC(=O)CCN2C(=O)NC3(CCCC3)C2=O)cc1
[43] Cc1ccc(/C=N/Nc2ccnc3cc(Cl)ccc23)c(C)c1
[44] Cc1ccc(C)c(S(=O)(=O)N2CCN(C(=O)CSC(=S)N3CCCC3)CC2)c1
[45] CC1(c2ccc(Cl)cc2)NC(=S)N2C1NC(=S)N2c1ccccc1 (stereo not drawn)
[46] O=C(CN1C(=O)C2C3C=CC(C3)C2C1=O)NCCc1ccccc1 (stereo not drawn)
entry no.	41	42	43	44	45	46
HEK293 tox	16%	-1%	?	-10%	4%	-7%
TDP43 rescue	-3%	-19%	6%	10%	-9%	-12%
DRD3 agonist	4	4	-9	-3	2	4
KB-V1 cytotox	21%	11%	7%	?	?	-1%
PTHR1 agonist	-19%	i	-16%	-25%	-11%	i
GLP1R inv ag	-15%	-14%	?	?	?	12%
GLP1R ag	3%	10%	9%	12%	5%	7%
aSyn rescue	2%	3%	-16%	9%	2%	-1%
DRD3 antagonist	-18	3	1	1	-4	-8

# Of the compounds above, 7 have fluorine.
[8] O=C(/C=C/c1cccc(F)c1)NNC(=O)c1ccncc1
[9] O=C(Nc1cccc(F)c1)c1c(O)c2ccccc2[nH]c1=O
[15] CCOC(=O)CCn1cc(F)c(=O)[nH]c1=O
[23] O=C(Nc1cccc(C(F)(F)F)c1)Nc1ccc2[nH]c(=O)[nH]c2c1
[25] COc1ccc([C@H]2CC(=O)C=C(c3cccc(F)c3OC)C2)cc1
[28] Cn1nc(C(=O)NC2CCCN(Cc3ccccc3F)C2)c2ccccc2c1=O (stereo not drawn)
[36] Cc1ccc2c(=O)cc(C(F)F)oc2c1
entry no.	8	9	15	23	25	28	36
HEK293 tox	-7%	10%	3%	10%	-24%	13%	-3%
TDP43 rescue	3%	-2%	8%	-6%	22µM*	4%	7%
DRD3 agonist	8	-5	6	-6	-14	-1	7
KB-V1 cytotox	8.2µM*	13%	1%	0%	?	?	?
PTHR1 agonist	-8%	i	i	-12%	-21%	-10%	i
GLP1R inv ag	-19%	6%	11%	13%	?	63%[activator]	1%
GLP1R ag	-14%	-14%	2%	1%	24%	28%	-7%
aSyn rescue	-1%	-5%	0%	-5%	13%	-7%	6%
DRD3 antagonist	16	-23	2	19	-14	15	0
